SENP1 inh: SENP1 (human) catalytic domain inhibition. recombinant SENP1 catalytic domain, CyPet-SUMO1-YPet FRET cleavage. inhibition, % at 10 µM. 360,000 compounds, 0.21% hits;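 active = inhibition at least 30% at 10 µM, raw YFP signal under a set limit, fluorescence ratio 0.5 to 1.5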;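 note: 0% = enzyme with DMSO and 100% = no enzyme wells; some results filed as inactive read as strong as hits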
Target sequence (Q9P0U3 419-644 limits assumed): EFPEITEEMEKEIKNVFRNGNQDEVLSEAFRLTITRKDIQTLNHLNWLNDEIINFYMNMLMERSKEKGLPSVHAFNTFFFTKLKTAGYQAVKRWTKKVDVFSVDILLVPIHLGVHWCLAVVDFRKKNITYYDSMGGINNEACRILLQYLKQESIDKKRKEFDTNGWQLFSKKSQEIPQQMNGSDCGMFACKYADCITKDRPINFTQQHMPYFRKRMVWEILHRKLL
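Assay system – human recombinant His6-tagged SENP1 catalytic domain enzyme · Input – SENP1 enzyme, 20 pM final · Buffer or medium – Tris pH 8 buffer plus EDTA, NaCl, BME, BSA, NP40, catalase · Schedule – 50 min reaction at room temperature · Technique – FRET read of cyan and yellow fluorescence · Control set – no-enzyme wells low, DMSO-plus-enzyme wells high control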
SENP6 inh: SENP6 protease inhibition; Q9GZR1; Recombinant SENP6 catalytic domain, aminoluciferin luminescence; inhibition, % at 10 µM; 330,000 compounds, 1.8% hits;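 active = inhibition above about 50% at the single tested dose, limit read from the data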;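 note: plate controls were DMSO wells with enzyme for no effect and DMSO wells lacking enzyme for full effect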
SENP8 block-1: blocks the human protease SENP8 | purified SENP8, Z-RLRGG-aminoluciferin cleavage, luminescence | inhibition, % at 10 µM | 330,000 compounds, 1.2% hits | AID 2540; in the data active = inhibition above about 50%
Target sequence (Q96LD8 whole entry, looked up): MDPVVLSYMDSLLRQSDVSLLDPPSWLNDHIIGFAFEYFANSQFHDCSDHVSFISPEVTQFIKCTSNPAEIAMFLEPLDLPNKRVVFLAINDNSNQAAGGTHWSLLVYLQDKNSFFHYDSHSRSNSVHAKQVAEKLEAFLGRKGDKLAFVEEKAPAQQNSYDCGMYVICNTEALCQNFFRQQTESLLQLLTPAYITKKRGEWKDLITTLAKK
SENP7 inh: SENP7 protease inhibition | Q9BQF6 | recombinant SENP7, Z-RLRGG-aminoluciferin luminescence, 40 min | inhibition, % at 5 µM | 330,000 compounds, 1.5% hits | AID 434973;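 active = inhibition above about 50% at the single test dose, limit read from the data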;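 note: plate controls were DMSO with enzyme for no effect and no enzyme buffer wells for full effect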
Target sequence (Q9BQF6 706-1050 limits assumed): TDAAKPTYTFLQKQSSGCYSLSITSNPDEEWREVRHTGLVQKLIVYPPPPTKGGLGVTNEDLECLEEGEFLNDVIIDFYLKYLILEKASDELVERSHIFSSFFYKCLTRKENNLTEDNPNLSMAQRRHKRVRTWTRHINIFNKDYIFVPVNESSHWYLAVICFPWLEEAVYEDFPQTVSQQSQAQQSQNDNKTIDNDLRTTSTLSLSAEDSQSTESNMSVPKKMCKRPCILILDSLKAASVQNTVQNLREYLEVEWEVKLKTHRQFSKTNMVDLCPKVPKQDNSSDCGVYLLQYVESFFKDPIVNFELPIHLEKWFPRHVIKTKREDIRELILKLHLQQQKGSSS
SENP8 block-2: SENP8 (human) protease inhibition | 360,000 compounds, 0.64% hits | recombinant SENP8, Nedd8 substrate fluorescence | inhibition, % at 20 µM | AID 602440; in the data active = inhibition mostly above about 40%, no sharp cut-off; inactive = mostly below about 27%
UBC13 polyUb: human UBC13 polyubiquitination inhibition; UBC13 polyubiquitin chain formation, TR-FRET; 330,000 compounds, 0.47% hits; AID 485273; P61088; inhibition, % at 20 µM; in the data active = inhibition above about 45%, passing the limit was not always enough
Target sequence (P61088 whole entry, looked up): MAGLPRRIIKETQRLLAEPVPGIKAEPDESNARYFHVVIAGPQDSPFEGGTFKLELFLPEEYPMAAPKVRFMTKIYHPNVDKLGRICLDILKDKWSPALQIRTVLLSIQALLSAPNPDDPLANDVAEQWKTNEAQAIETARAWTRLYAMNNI
APOBEC3G inh: inhibitors of human APOBEC3G DNA deaminase; recombinant A3G, ssDNA deamination FAM/TAMRA fluorescence; Q9HC16; 330,000 compounds, 0.28% hits; inhibition, % at 20 µM; AID 493012;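 active = inhibition of at least 40% at 20 µM, with no more than 30% in the related APOBEC3A deaminase screen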;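 note: plate controls were DMSO wells with A3G for no effect and wells lacking A3G enzyme for full effect; some compounds called inactive have numbers as strong as hits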
Apaf1 inhib: human Apaf-1 inhibition | reconstituted apoptosome caspase-3 activity, DEVD-Rh110 fluorescence | inhibition, % at 20 µM | 330,000 compounds, 0.71% hits; active = inhibition of at least 40% at 20 µM;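 note: plate controls were DMSO wells for no effect and DEVD-CHO caspase inhibitor wells for full effect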
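Material: reconstituted apoptosome with Apaf-1, cytochrome c, caspase-9, procaspase-3, dATP. Technique: Rh110 fluorescence intensity. Buffer or medium: pH 7.5 Hepes buffer with CHAPS, BSA, DTT. Times: 30 min plus 50 min, RT.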
* = called active by the depositor; · = not tested or not shown.

SMILES	SENP1 inh	SENP6 inh	SENP8 block-1	SENP7 inh	SENP8 block-2	UBC13 polyUb	APOBEC3G inh	Apaf1 inhib
O=C(c1cc(C2CC2)nc2ccc(Br)cc12)N1N=C(C(F)F)CC1(O)C(F)F (stereo unspecified)	3	4	5	17	14	-1	1	16
COc1ccccc1N(CN1CCCC1=O)C(=O)c1c(F)cccc1Cl	2	0	3	6	30	-2	-2	-2
O=C(Nc1ccc(Cl)cc1)Nc1nc(-c2ccccc2)cs1	1	-14	-7	-2	4	-6	-11	-4
Cc1[nH]c2ccc(Br)cc2c(=O)c1CN1CCOCC1	5	1	3	10	0	1	-1	-3
C(=N/n1c2ccccc2c2ccccc21)/c1ccco1	3	-8	4	-1	23	3	-6	5
C/C(=N\NC(=O)COc1ccc(C(C)(C)C)cc1)c1ccc(OC(F)F)cc1	1	-15	1	2	6	7	-2	5
O=C(COC(=O)c1ccc[nH]c1=O)NCC1CCCO1 (stereo unspecified)	1	5	0	1	21	4	-7	-5
CN(C)S(=O)(=O)c1ccc(Cl)c(-c2nnc3n2CCCCC3)c1	4	-22	-3	-9	12	-1	-7	5
CC(C)Oc1ccc(S(=O)(=O)N2CCOCC2)cc1NC(=O)C1=NN(c2ccccc2)C(=O)CC1	0	-10	-10	-1	-8	9	-4	21
COc1ccc(S(=O)(=O)Nc2cccc3c2O[C@H](CN(C)Cc2ccc(-c4ccccc4)cc2)[C@@H](C)CN([C@H](C)CO)C3=O)cc1	-1	-3	-1	-5	1	5	-5	22
O=C(O)C(Oc1ccc2c(c1)oc(=O)c1ccccc12)c1ccccc1 (stereo unspecified)	4	9	-3	9	-447	18	0	-1
CC(C)(C)OC(=O)N1CCCN(C(=O)Nc2ccccc2)CC1	1	-7	-10	-10	34	-4	-2	-3
Cc1cccc(N2CC(C(=O)OCC(=O)c3c(N)n(CC(C)C)c(=O)n(C)c3=O)CC2=O)c1C (stereo unspecified)	0	-6	-6	12	4	0	-10	1
Cc1cc(F)ccc1NC(=O)CCc1ccc(S(=O)(=O)N2CCOCC2)cc1	0	14	2	3	7	7	-5	-13
CCC(C)(C)NC(=O)c1ccc2c(c1)OCCO2	2	-9	-1	14	37	-3	-9	-2
Cc1ccc(-c2nc3ncccc3o2)cc1NC(=S)NC(=O)c1ccco1	-3	17	-1	-3	-41	5	-1	-18
Cc1cc(C)cc(N(CC(=O)NC2CCCCC2)C(=O)CNC(=O)c2ccco2)c1	2	-4	0	-6	10	2	-13	7
Cc1ccc(S(=O)(=O)N2CCN(Cc3cccc(F)c3)CC2)cc1	2	-20	0	-1	19	2	-7	0
O=C(Nc1cc([N+](=O)[O-])ccc1F)C1CC1	0	-6	2	2	17	0	-4	-14
CCCc1cc(=O)[nH]c(SCC(=O)Nc2ccc(OC(F)F)cc2)n1	2	-3	2	1	17	0	0	1
CN1C(C(=O)NCc2ccc(OC(F)(F)F)cc2)CC2Cn3c(nc4ccccc43)C21 (stereo unspecified)	1	-2	-7	1	-1	9	-5	2
CCc1ccc(-c2cc(C)no2)cc1S(=O)(=O)N1CCN(c2ccc(OC)cc2)CC1	-1	-6	-1	1	6	0	21	6
C=CCNC(=S)NC1CC(C)(C)NC(C)(C)C1	-1	-4	6	0	8	7	3	4
O=C(CN(Cc1ccccc1Cl)C(=O)c1ccc(CN2CCOCC2)o1)NCc1ccccc1	-1	7	-1	-4	6	6	-4	0
O=C(O)C[C@H]1c2ccccc2S(=O)(=O)N1C1CCCCC1	2	-8	-5	0	7	1	-9	-10
COc1cc(C(=O)NCCN2C(=O)S/C(=C\c3ccc(F)cc3)C2=O)ccc1OCC(=O)N1CCOCC1	·	21	-8	2	·	-15	-6	-7
CCOC(=O)/C=C1\SCC(=O)N1CC(=O)c1ccc[nH]1	-10	9	-9	-3	-4	-7	4	-4
COc1ccc(NC(=O)c2cc(-c3ccccc3)on2)cc1	2	-4	2	-4	-15	-9	-4	-6
FC(F)(F)c1cc(-c2ccco2)nc(-n2cnc3ccccc32)n1	-2	-15	-9	-9	-290	-10	-4	6
CSc1ccccc1C(=O)NCc1ccccc1	3	-11	-9	8	0	-8	4	-17
CC(=O)c1nn(-c2ccc(Br)cc2)cc1C(=O)c1ccccc1	1	-14	-7	-9	22	4	-6	-17
C/C(=N/OCC(=O)Nc1ccccc1)c1cccs1	1	15	-16	-9	29	-2	-3	-3
CC(C)C(C)(C#N)NC(=O)CN1C(=O)NC2(CCCc3ccccc32)C1=O (stereo unspecified)	3	-2	-9	13	7	2	-6	4
Cc1ccc(CN(C(=O)COc2ccc(Br)cc2)C2CCS(=O)(=O)C2)o1 (stereo unspecified)	-1	3	-2	0	6	8	-5	-2
O=C(COC(=O)c1cc(-c2ccco2)nc2ccccc12)NCc1ccc2c(c1)OCO2	-11	17	-8	-5	-437	-8	10	26
CCC(Oc1ccc(C)cc1)C(=O)Nc1ccc(S(=O)(=O)Nc2nccs2)cc1 (stereo unspecified)	4	-10	8	-2	-2	-6	-5	21
O=C(/C=C/c1c[nH]c2ccccc12)c1ccccc1	-26	25	-1	-5	-265	-8	-2	1
CN1CCN(C2=Nc3cc(F)ccc3Cc3ccccc32)CC1	·	6	14	-1	·	-10	-5	-5
N#CCCSCc1ccc2oc(C(=O)O)cc2c1	3	-11	-12	-5	3	-8	-6	-5
O=C1CC(=O)N(CCc2ccc(F)cc2)C(=O)N1	-3	2	-2	2	9	-15	-2	8
COc1cccc(Nc2nc(N)nc(CCl)n2)c1	-2	-24	-11	0	1	4	3	10
Cc1ccccc1OCc1nc2ccccc2c(=O)n1/N=C/c1cn[nH]c1-c1ccc(Br)cc1	2	1	-3	-6	20	-15	-3	-12
CN(C1CCS(=O)(=O)C1)S(=O)C12CC3CC(CC(C3)C1)C2 (stereo unspecified)	-2	-29	2	1	29	9	-8	-7
CC(=O)Nc1ccc(S(=O)(=O)NCC(=O)NNC(=O)COc2ccccc2Cl)cc1	5	-2	-7	12	7	-2	-7	-2
COCn1c(=O)c2c(nc(SC3=NCCS3)n2Cc2ccccc2C)n(COC)c1=O	-1	-21	5	4	16	3	-9	15

Some entries already given, reduced to Apaf1 inhib:
Molecule	Apaf1 inhib
CCC(Oc1ccc(C)cc1)C(=O)Nc1ccc(S(=O)(=O)Nc2nccs2)cc1 (stereo unspecified)	21
Cc1ccccc1OCc1nc2ccccc2c(=O)n1/N=C/c1cn[nH]c1-c1ccc(Br)cc1	-12
Cc1ccc(CN(C(=O)COc2ccc(Br)cc2)C2CCS(=O)(=O)C2)o1 (stereo unspecified)	-2
O=C1CC(=O)N(CCc2ccc(F)cc2)C(=O)N1	8
COCn1c(=O)c2c(nc(SC3=NCCS3)n2Cc2ccccc2C)n(COC)c1=O	15

(list continues)
SMILES	SENP1 inh	SENP6 inh	SENP8 block-1	SENP7 inh	SENP8 block-2	UBC13 polyUb	APOBEC3G inh	Apaf1 inhib
CCC(=O)N1CCc2cc(S(=O)(=O)NCCC(=O)NC3CCCc4ccccc43)ccc21 (stereo unspecified)	-10	-1	-2	6	-12	4	-1	10
O=C(COC(=O)/C=C/c1ccccc1Cl)NCCc1ccc(Cl)cc1Cl	2	-19	-1	16	14	0	-8	11
CC(C)CCNC(=O)c1c[nH]c2ccc(S(=O)(=O)N3CCOCC3)cc2c1=O	-7	-13	-9	-13	-80	1	-6	14
O=C(N/N=C/c1cc(Br)cc(Br)c1O)c1ccncc1	·	12	-4	-1	·	-23	-9	3
CCCCC(=O)Nc1cccc(-c2csc(-c3ccccc3)n2)c1	4	8	5	5	-16	5	-7	16
COc1ccc(C2Cc3ccccc3C(=O)O2)cc1 (stereo unspecified)	1	5	0	5	10	13	-7	-8
CCN(c1ccc(C)c(C)c1)S(=O)(=O)c1ccc2c(c1)CCN2C(=O)CCC(=O)O	2	9	5	6	18	-1	5	7
Cc1nc(-c2ccc(F)cc2)c(CC(=O)N2CCN(S(=O)(=O)c3cccc(F)c3)CC2)s1	-1	-3	-3	5	9	-4	-1	10
CC(NC(=O)CC1Sc2ccccc2NC1=O)c1ccccc1 (stereo unspecified)	-4	-7	-8	-11	13	-6	-8	7
CCc1ccc(NC(=O)N(Cc2cccnc2)Cc2ccco2)cc1	4	-16	0	0	7	6	-2	-12
O=S1(=O)N=CN(Cc2cccc(F)c2)c2ccccc21	2	11	4	1	10	6	-5	-1
COc1ccc2oc(=O)c(-c3csc(Nc4cccc(O)c4)n3)cc2c1	-24	-25	-7	0	-249	-1	-8	-9
CN(C[C@H](Cc1ccccc1)N(C[C@H](Cc1ccccc1)N(CCC(C)(C)C)N=O)N=O)N=O	-2	-3	-7	5	16	6	-6	19
O=C(NCC(c1cccs1)N1CCOCC1)c1ccco1 (stereo unspecified)	0	-16	4	-2	4	-2	-3	2
COc1c(F)c(F)c(C(=O)Nc2ccc(NC(=O)c3ccco3)cc2)c(F)c1F	3	-2	-4	-2	24	-4	-5	-7

Taken from above, 2 compounds:
SMILES	SENP1 inh	SENP6 inh	SENP8 block-1	SENP7 inh	SENP8 block-2	UBC13 polyUb	APOBEC3G inh	Apaf1 inhib
CCN(c1ccc(C)c(C)c1)S(=O)(=O)c1ccc2c(c1)CCN2C(=O)CCC(=O)O	2	9	5	6	18	-1	5	7
Cc1nc(-c2ccc(F)cc2)c(CC(=O)N2CCN(S(=O)(=O)c3cccc(F)c3)CC2)s1	-1	-3	-3	5	9	-4	-1	10

More results
SMILES	SENP1 inh	SENP6 inh	SENP8 block-1	SENP7 inh	SENP8 block-2	UBC13 polyUb	APOBEC3G inh	Apaf1 inhib
Cc1ccc(CNC(=O)COC(=O)[C@@H]2CC(O)CN2S(=O)(=O)c2ccc3c(c2)OCCO3)cc1 (stereo partly specified)	2	19	2	7	3	6	-2	2
Cn1cccc1/C=C(/C#N)C(N)=S	-6	2	-7	-2	24	10	-10	-2
CCCCC(=O)N1C/C=C\C(c2ccc(OC)cc2)N(Cc2ccc(F)cc2)C(=O)C1 (stereo unspecified)	0	-7	8	3	11	2	-9	3
O=C(OCC(=O)N(C1CCCCC1)C1CCCCC1)c1cnccn1	-4	9	1	7	4	-3	-1	11
O=C(CNC(=O)c1cccc(F)c1)OCc1cc(=O)n2cc(Br)ccc2n1	0	-6	-4	2	-70	-5	-11	-1
O=C1C=C(c2cc3ccccc3s2)CCC1	2	47	39	34	11	-1	-9	6
COc1cccc(CC(NC(C)=O)C(=O)NC2CCN(C(=O)C3CC3)CC2)c1OC (stereo unspecified)	0	-6	1	2	6	-10	-3	-4
Cc1ccccc1NC(=O)c1oc(=O)c2ccccc2c1-c1ccccc1	3	4	-5	-5	1	-11	-4	2
O=C(NCC1CCCO1)c1sc2ccccc2c1Cl (stereo unspecified)	-7	18	-3	8	10	-2	-1	-8
N/C(=N\OC(=O)Cc1ccc(-c2ccccc2)cc1)c1cccnc1	1	-9	-10	1	5	0	-3	15
CCOC(=O)N1CCN(c2nc(-c3ccc(F)cc3)cs2)CC1	0	-1	2	6	3	5	1	17
Cc1ccc(-c2cc([C@H]3[C@H]4C=CC[C@@H](C)[C@@H]4C(=O)N3Cc3ccccc3)ccc2F)cc1	-1	-6	-3	10	10	6	16	22
O=c1c2ccccc2n2c(-c3ccc(C(F)(F)F)cc3)nnc2n1Cc1ccccc1	-2	-2	2	8	2	9	-5	9
Cc1ccc(-c2nnc(-c3ccncc3)n2-c2ccc(C)cc2)cc1	3	6	5	7	62*	2	-3	8
COc1ccc(C(C)(C)C)cc1NC(=O)COC(=O)c1cc(SC)ccc1Cl	-1	-5	1	-1	-30	10	-1	8
CSc1nc(=NC(C)=O)ss1	0	-4	-4	3	25	16	51*	-5
Cn1c(NCc2ccco2)nc2c1c(=O)n(Cc1ccc(Cl)cc1)c(=O)n2C	-1	-10	-5	-7	1	1	-3	18
C=CCc1c(C)nc(-c2ccccc2)nc1N/N=C(\C)c1ccc(N)cc1	-1	7	-6	-5	-37	2	0	27

Source: PubChem BioAssay
